SMARCA2 act – SMARCA2 function activation, primary screen; MG213 cells, MMTV-luciferase reporter, dexamethasone, overnight; activation, % at 9.1 µM; 1% of 370,000 active; AID 652017; in the data active means activation above about 7.8%;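 further: 0% = vehicle wells and 100% = reference activator wells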
FXN GAA850 act – frataxin GAA850 promoter activation. AID 540364. HEK293 lucGAA850 FXN promoter luciferase reporter, 24 h; percent of 10 µM SAHA response. 0.56% of 360,000 active. activation, % at 6 µM;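 active means activation above the average of all compounds screened plus 3 SD, cutoff fixed separately per campaign, cut at about 7.5% in these data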;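 further: 0% = DMSO wells and 100% = 10 µM SAHA wells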
GC-B act – GC-B (human) receptor activation; P20594; HEK293-GC-B cells, CNP EC30, cGMP TR-FRET; 0% at EC30 CNP, 100% saturating CNP; activation, % at 10 µM; 0.11% of 370,000 active; AID 1920062;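 active means activation at 10 µM reaching about 35% in either raw or pattern-adjusted values, limit read from the data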
Target sequence (P20594 whole entry, looked up): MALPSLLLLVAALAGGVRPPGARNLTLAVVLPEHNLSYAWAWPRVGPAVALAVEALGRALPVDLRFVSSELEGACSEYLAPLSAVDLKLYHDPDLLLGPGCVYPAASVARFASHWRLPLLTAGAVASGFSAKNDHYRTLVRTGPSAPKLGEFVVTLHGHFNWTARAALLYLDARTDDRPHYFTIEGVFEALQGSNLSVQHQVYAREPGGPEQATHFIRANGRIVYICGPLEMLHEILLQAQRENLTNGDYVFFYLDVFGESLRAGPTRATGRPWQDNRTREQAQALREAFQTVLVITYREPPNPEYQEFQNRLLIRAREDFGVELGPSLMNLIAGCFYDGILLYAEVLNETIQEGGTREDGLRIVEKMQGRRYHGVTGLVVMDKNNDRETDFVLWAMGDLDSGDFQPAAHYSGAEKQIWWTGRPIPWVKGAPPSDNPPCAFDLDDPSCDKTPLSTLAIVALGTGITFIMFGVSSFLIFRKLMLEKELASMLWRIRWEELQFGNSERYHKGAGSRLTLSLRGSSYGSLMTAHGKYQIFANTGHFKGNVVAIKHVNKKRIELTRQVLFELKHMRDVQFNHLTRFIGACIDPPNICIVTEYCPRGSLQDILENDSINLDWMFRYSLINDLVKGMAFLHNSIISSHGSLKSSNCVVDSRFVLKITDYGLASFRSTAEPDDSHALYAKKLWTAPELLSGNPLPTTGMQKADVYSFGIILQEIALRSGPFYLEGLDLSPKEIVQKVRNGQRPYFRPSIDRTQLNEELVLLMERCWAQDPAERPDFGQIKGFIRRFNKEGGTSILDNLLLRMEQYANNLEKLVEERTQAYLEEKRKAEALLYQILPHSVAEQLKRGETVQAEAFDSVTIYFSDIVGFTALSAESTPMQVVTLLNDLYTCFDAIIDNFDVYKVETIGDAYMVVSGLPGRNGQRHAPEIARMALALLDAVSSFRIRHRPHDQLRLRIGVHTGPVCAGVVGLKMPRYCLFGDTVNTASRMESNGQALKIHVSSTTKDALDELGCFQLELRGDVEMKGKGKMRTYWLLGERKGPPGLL
hgDAF-12 ag – activates the H. glycines DAF-12 receptor ligand-binding domain; HEK293 GAL4-hgDAF12 UAS-luciferase reporter, agonist luminescence; normalized to butyrate control; activation, % at 6.8 µM; 1.8% of 370,000 active; AID 687014;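 active means activation above a cutoff set at the mean of all screened compounds plus 3 SD, cut at about 10% in these data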;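 further: 0% = DMSO wells and 100% = sodium butyrate wells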
DAX1 inh-1 – NR0B1 (DAX1) inhibition. P51843. HEK293 Gal4-DAX1 luciferase reporter, luminescence. inhibition, % at 6.75 µM. 0.99% of 340,000 active. AID 504766;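 active means inhibition above the mean over all tested compounds plus 3 SD, cut at about 4.2% in these data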;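 further: 0% = DAX1-transfected cells with DMSO and 100% = empty-vector control cells with DMSO; inhibition shows as a rise in luminescence from relieved DAX1 repression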
GC-A act – GC-A (human) enzyme activation; activation, % at 10 µM; 0.14% of 370,000 active; AID 1671463; HEK293 GC-A cells, cGMP TR-FRET, EC30 ANP; 0% at EC30 ANP, 100% saturating ANP; in the data active means activation above about 40%
proKLK7 act – proKLK7 (human) activation, primary screen; P49862; purified proKLK7, EDANS-DABCYL substrate fluorescence; 100% is mature enzyme control, 0% vehicle; activation, % at 7 µM; 0.9% of 370,000 active; AID 652039;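 active means activation above the mean of all tested compounds plus 3 SD, computed per campaign excluding outliers beyond control limits, cut at about 13% in these data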
sPLA2-III inh – Blocks human group III sPLA2 activity. Q9NZ20. QFRET BODIPY PC-A2 liposome hydrolysis, fluorescence. inhibition, % at 12.2 µM. 0.56% of 370,000 active. AID 743126;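 active means inhibition above mean plus 3 SD of compounds lying within the high and low control bounds, cut at about 19% in these data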;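 further: 0% = median of test compound wells and 100% = no enzyme DMSO wells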
ssDAF-12 act – activators of S. stercoralis DAF-12 nuclear receptor | HEK293 ssDAF-12/GRIP1 lit1-tk-luc reporter, luminescence; % of 3 µM dafachronic acid response | activation, % at 6.8 µM | 1% of 370,000 active;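 active means activation above the mean over all tested compounds plus 3 SD, cut at about 0.9% in these data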;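 further: 0% = DMSO-only wells and 100% = 3 µM delta7-dafachronic acid wells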
DAX1 inh-2 – DAX1 (NR0B1) inhibition, primary screen; HEK293T StAR-luciferase reporter, SF-1/DAX-1 repression relief; inhibition, % at 6.8 µM; 1.1% of 370,000 active; AID 652010;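 active means inhibition above the mean over all tested compounds plus 3 SD, cut at about 3.6% in these data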;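 further: 0% = DAX-1 cells with DMSO and 100% = cells lacking DAX-1 with DMSO; higher inhibition means more luminescence from relief of DAX-1 repression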
hcDAF-12 act – activators of H. contortus DAF-12 nuclear receptor; HEK293 hcDAF-12 lit1-tk-luc reporter, luminescence; 0% DMSO, 100% Δ7-dafachronic acid; activation, % at 6.8 µM; 1.4% of 370,000 active; AID 652067;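 active means activation above the mean of all tested compounds plus 3 SD, cut at about 5.5% in these data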;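 further: 100% = response to 3 µM Δ7-dafachronic acid high control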
Active calls of the source: *; · = not tested or not shown.

no. | canonical_smiles | SMARCA2 act | FXN GAA850 act | GC-B act | hgDAF-12 ag | DAX1 inh-1 | GC-A act | proKLK7 act | sPLA2-III inh | ssDAF-12 act | DAX1 inh-2 | hcDAF-12 act
1 | CCOc1ccc(CN2CCN(Cc3[nH]c4ccc(OC)cc4c3C)CC2CCO)cc1 (stereo not given) | -4 | 2.2 | 4 | 0.9 | 0.1 | -2 | 2.2 | -31 | -0.5 | -0.2 | -1.3
2 | CC1(C)CC(=O)C2=C(C1)Nc1[nH]c(=S)[nH]c(=O)c1C2c1ccccc1 (stereo not given) | -1 | -1.9 | -1 | 0.2 | 1.9 | 1 | 1.4 | 10 | -1.0 | -0.3 | 2.0
3 | CCOc1cc(-c2c(C)c(CC)nc(N)c2C#N)ccc1O | -1 | 0.6 | 8 | -2.4 | 0.2 | 0 | 0.0 | -27 | -1.2 | -0.9 | -2.4
4 | CCOc1ccc(S(=O)(=O)N2CCN(C3CC(=O)N(c4cccc(C(C)=O)c4)C3=O)CC2)cc1 (stereo not given) | 0 | -0.1 | -5 | -0.5 | 0.1 | -2 | 0.6 | -2 | -1.3 | 0.0 | -2.1
5 | CCCCn1c(SCC(=O)NCCc2ccc(OC)c(OC)c2)nc2c1c(=O)n(C)c(=O)n2C | 1 | 8.0* | -1 | 1.2 | 0.6 | 2 | 0.7 | 2 | -0.9 | 0.8 | 0.8
6 | COC(=O)[C@H]1[C@H]2C[C@@H]3c4[nH]c5cc(OC)ccc5c4CCN3C[C@H]2C[C@@H](OC(=O)c2ccc(N)cc2)[C@@H]1OC | 1 | -4.3 | 0 | 0.5 | 0.2 | -1 | 1.8 | -23 | -1.0 | -0.2 | 0.1
7 | CN(CC(=O)Nc1sccc1C#N)Cc1ccccc1 | 2 | -4.9 | -2 | -0.8 | 1.6 | -2 | -1.0 | -6 | -0.6 | -0.2 | -1.3
8 | Cc1cccn2c(=O)c3cc(C(=O)NC4CCCCC4)c(=N)n(Cc4ccc(F)cc4)c3nc12 | -3 | 3.0 | 6 | 0.0 | 0.5 | 13 | -1.9 | 8 | -1.0 | 0.6 | -0.7
9 | Cc1cc(C(=O)NCCCN2CCOCC2)n(-c2ccccc2)n1 | -1 | -1.0 | -2 | -0.2 | 1.9 | 0 | -0.2 | -5 | -1.1 | 0.9 | 0.7
10 | O=C(COC(=O)c1ccc(Br)cc1)NCCN1C(=O)CSC1=O | -2 | -0.9 | -2 | 0.5 | -0.5 | 1 | 0.2 | -23 | -0.7 | -0.1 | -1.1
11 | Cc1ccccc1N(CC(N)=O)S(C)(=O)=O | -2 | 1.3 | 12 | 1.8 | 0.5 | 3 | -0.1 | 10 | -1.5 | 0.1 | -0.9
12 | COc1ccc(NC(=O)COc2coc(CN3CCN(c4ccccc4)CC3)cc2=O)cc1 | -1 | 1.4 | -1 | 2.0 | -0.9 | -2 | -0.5 | 14 | -0.9 | -0.4 | -0.3
13 | CN(CCC1CCOCC1)C(=O)CC1C(=O)NCCN1Cc1ccoc1 (stereo not given) | -3 | 3.5 | -1 | -0.8 | -1.1 | 3 | 0.5 | -2 | -1.3 | 0.1 | -0.4
14 | C[C@@H]1NC(=O)N(c2ccc(F)cc2)C1=O | -3 | -0.8 | 4 | -1.5 | 0.4 | 2 | -0.1 | -1 | -0.9 | 0.5 | -0.1
15 | CC(C)n1nnc2ccccc2c1=O | -6 | 0.1 | 5 | 2.6 | -1.4 | 0 | -0.2 | 6 | -0.9 | -0.2 | 0.4
16 | COc1cccc(NC(C)C(=O)Nc2cc([N+](=O)[O-])ccc2Cl)c1 (stereo not given) | -1 | 2.4 | -1 | -2.7 | 0.0 | -6 | -0.2 | -4 | -2.0 | 0.2 | -0.6
17 | CCC(=O)Nc1cccc(-c2nc3ccccc3c(=O)o2)c1 | 2 | 1.5 | 2 | -1.1 | 0.4 | 5 | 0.2 | 4 | -0.7 | -0.1 | -2.4
18 | Cc1ccc(-c2cc(C(=O)NCCCn3ccnc3)no2)cc1 | 0 | 2.8 | 3 | 7.5 | 0.4 | 10 | -0.4 | -14 | -1.2 | -0.3 | -1.8
19 | O=C(NC1CCCCC1)C1CN(S(=O)(=O)c2ccccc2)CCN1S(=O)(=O)c1ccccc1 (stereo not given) | -1 | -0.4 | 2 | 0.5 | -0.4 | -2 | 0.7 | -17 | -1.4 | 0.1 | -0.6
20 | COc1ccc2oc(C(=O)OCC(=O)NC3(C#N)CCCC3)c(C)c2c1 | -1 | 0.4 | -5 | -0.6 | -0.3 | 0 | -3.3 | -3 | -0.8 | 0.4 | -0.3
21 | O=c1cc(NS(=O)(=O)c2ccccc2)nc(SCc2ccccc2Cl)[nH]1 | -3 | 1.1 | 0 | -0.3 | -1.6 | 3 | -0.3 | 8 | -1.6 | -0.7 | -3.0
22 | Cc1ccc(Cl)c2c1NC(=O)C2(O)CC(=O)c1ccc(Br)cc1 (stereo not given) | 3 | 0.9 | -7 | 3.1 | -0.3 | -5 | 0.5 | -9 | -0.2 | 1.4 | 4.6
23 | N#Cc1ccccc1S(=O)(=O)N1CCN(C(=O)CCC2CCCC2)CC1 | 0 | 0.7 | -3 | 1.6 | 0.8 | 1 | 0.4 | 0 | -1.4 | -1.4 | -1.1
24 | COc1ccc(C(CNC(=O)C(=O)NC2CCCC2)N2CCN(C)CC2)cc1 (stereo not given) | -1 | 2.5 | -5 | -1.2 | 1.2 | 3 | -0.7 | -4 | -0.7 | 1.7 | -0.8
25 | CCC(=O)N1CCc2cc(S(=O)(=O)N3CCCCC3CC)ccc21 (stereo not given) | 0 | 2.5 | 5 | -0.4 | -0.5 | -1 | 0.2 | 1 | -0.8 | -0.2 | 1.1
26 | Clc1ccc(OCCN2CCN(c3ncnc4sccc34)CC2)cc1 | -8 | -8.3 | 1 | -8.9 | -3.1 | -1 | 0.0 | -7 | -2.9 | -3.4 | -3.9
27 | c1ccc(C2(Cn3ccc4ccccc43)OCCO2)cc1 | -2 | -0.5 | -3 | -0.6 | -1.2 | 8 | -0.5 | 2 | -1.3 | -0.3 | 0.3
28 | COC(=O)CSc1nc(C)c(C(C)=O)cc1C#N | 6 | -0.1 | -3 | 0.9 | 2.0 | 0 | -0.2 | 7 | -1.2 | 0.1 | -0.1
29 | Cc1ccc(NC(=O)Cn2ccsc2=N)cc1S(=O)(=O)N(C)C | 3 | -1.9 | 2 | -0.7 | -0.9 | 5 | -0.3 | -1 | -0.7 | 0.7 | -1.4
30 | Cc1ccc(Cl)cc1NC(=O)CN1C(=O)NC2(CCCCCC2)C1=O | -2 | -0.9 | -2 | -1.1 | -0.8 | -3 | 0.4 | 3 | -0.3 | -0.7 | -0.5
31 | O=C(COC(=O)Cc1c[nH]c2ccccc12)Nc1cccc(Br)c1 | 1 | 0.6 | 2 | -0.6 | 1.7 | 0 | 0.7 | -124 | -0.1 | 3.4 | 1.8
32 | COc1ccccc1CCNS(=O)(=O)c1cn(C)c(=O)n(C)c1=O | -4 | -0.3 | -2 | 0.6 | -0.3 | 1 | 0.3 | 13 | -1.4 | 0.4 | -1.1
33 | Cn1cnc2cc(NC(=O)c3ccco3)ccc21 | 3 | 4.1 | 1 | 10.0 | 1.2 | 0 | 0.7 | 1 | 0.3 | 2.9 | 1.9
34 | CCCCn1c(=O)c(CCC(=O)OC(C)C(=O)Nc2cccc(Cl)c2Cl)nc2ccccc21 (stereo not given) | 1 | 1.4 | -1 | 0.3 | -0.3 | -6 | 0.5 | 11 | -1.4 | -0.7 | 0.2
35 | CCN(CC)S(=O)(=O)c1ccc(C)c(NC(=O)COc2ccc(Cl)cc2Br)c1 | -1 | 0.3 | -2 | -1.2 | 2.8 | 5 | 0.1 | 0 | -1.2 | 0.2 | 1.4
36 | O=C1CC(c2ccccc2)=NO1 | -1 | 2.0 | 4 | -1.2 | 1.0 | 0 | 0.3 | -6 | -1.5 | 0.1 | 0.5
37 | COc1cc(/C=C2\SC(=O)N(CCNC(=O)c3c(C)noc3C)C2=O)cc(OC)c1OC | -7 | 1.9 | 1 | 0.0 | 0.1 | -12 | -0.5 | 10 | -1.3 | 0.7 | 0.5
38 | CCOC(=O)c1[nH]c2ccc(Br)cc2c1NC(=O)CCN1CCN(C(=O)OCC)CC1 | 0 | -0.1 | -2 | -2.6 | -1.3 | -3 | -0.4 | -10 | -0.8 | -1.1 | 1.4
39 | COc1cc(OC)c2c(c1)O/C(=C\c1ccccc1)C2=O | 11* | 5.1 | -11 | 8.8 | · | 17 | -7.2 | -11 | 0.2 | 0.2 | 0.9
40 | O=C(Nc1cccc(C(F)(F)F)c1)c1cc(-c2cccs2)on1 | -2 | -1.1 | -9 | 0.0 | -0.6 | -1 | -0.2 | 0 | -0.4 | -0.9 | 1.1
41 | Cc1cccc(C)c1NC(=O)C1(C)CSCC(=O)N1C1CCN(Cc2ccccc2)CC1 (stereo not given) | -3 | · | 2 | -2.0 | · | 2 | -0.3 | 5 | -0.8 | -0.5 | -1.2
42 | COc1ccccc1-c1nn(-c2ccccc2)cc1C(=O)N1CCc2ccccc2C1 | -2 | -0.4 | -3 | 0.4 | 0.8 | -3 | 0.0 | -7 | -0.4 | -0.5 | 0.0
43 | COc1ccc(NC(=O)C2Cc3c(-c4ccccc4Oc4ccccc4)ccnc3O2)cc1OC (stereo not given) | -7 | -4.4 | 3 | -8.5 | · | -2 | -0.6 | -15 | -2.3 | -4.0 | -5.2
44 | O=C(Nc1ccccc1C(F)(F)F)c1cccnc1 | -1 | -1.0 | 2 | -2.3 | -0.9 | 7 | 0.0 | 6 | -0.6 | 0.3 | 1.5
45 | CC(NC(=O)c1ccccc1NC(=O)CSc1nnnn1C)c1ccccc1 (stereo not given) | 0 | -1.8 | 2 | -1.7 | -0.1 | 3 | 0.3 | 3 | -1.3 | -0.6 | 0.3
46 | Cc1ccc(C)c(-n2ccnc2SCC(=O)Nc2cccc(S(=O)(=O)NC3=NCCC3)c2)c1 | 0 | -2.1 | 3 | -4.1 | -0.3 | -1 | -0.7 | -6 | -1.0 | -2.1 | 0.2
47 | Cc1ccc(NC(=O)C2C3CCC(O3)C2C(=O)O)c(Br)c1 (stereo not given) | -1 | 0.5 | -2 | -1.6 | -1.9 | 0 | -0.3 | 5 | -0.8 | 0.2 | -1.6
48 | CCn1c(=O)c(C(=O)Nc2ccc(C)cc2)c(O)c2ccccc21 | 3 | 2.2 | -11 | 2.3 | 3.3 | 6 | -0.2 | 0 | 0.0 | 0.8 | 8.7*

Limited to ssDAF-12 act, hcDAF-12 act and DAX1 inh-1, for 3 of the compounds above:
nr	Compound	ssDAF-12 act	hcDAF-12 act	DAX1 inh-1
45	CC(NC(=O)c1ccccc1NC(=O)CSc1nnnn1C)c1ccccc1 (stereo not given)	-1.3	0.3	-0.1
44	O=C(Nc1ccccc1C(F)(F)F)c1cccnc1	-0.6	1.5	-0.9
43	COc1ccc(NC(=O)C2Cc3c(-c4ccccc4Oc4ccccc4)ccnc3O2)cc1OC (stereo not given)	-2.3	-5.2	·
